# Compound activity deposited in PubChem by National Center for Advancing Translational Sciences (NCATS).
# D3 ag: activates the human D3 dopamine receptor. max activation, %. AID 652048. 410,000 tested, 0.58% active. D3R DiscoveRx beta-arrestin cells, luminescence, 90 min; in the data active = max activation above about 30%; note: 0% is about no effect; mostly tested at two doses, the higher about 12 µM
# Target sequence (P35462 whole entry, looked up): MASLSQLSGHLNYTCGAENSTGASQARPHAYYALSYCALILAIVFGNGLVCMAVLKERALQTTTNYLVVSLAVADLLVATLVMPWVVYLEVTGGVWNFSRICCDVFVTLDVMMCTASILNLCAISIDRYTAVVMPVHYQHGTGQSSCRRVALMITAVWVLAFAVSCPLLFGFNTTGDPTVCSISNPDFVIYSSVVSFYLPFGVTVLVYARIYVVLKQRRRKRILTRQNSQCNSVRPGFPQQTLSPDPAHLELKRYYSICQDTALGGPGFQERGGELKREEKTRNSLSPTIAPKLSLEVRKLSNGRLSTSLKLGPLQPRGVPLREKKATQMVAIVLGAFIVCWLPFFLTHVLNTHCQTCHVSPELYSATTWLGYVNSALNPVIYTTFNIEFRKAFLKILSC
#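 Agonist-mode cell screen: cells plated at 1500/well and incubated overnight at 37 °C, then exposed to library compounds for 90 min at 37 °C. Detection reagent was added for 30–60 min at room temperature, and luminescence was read.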
# IL1B secr inh: blocks inflammasome-driven IL-1 beta release; THP-1 LPS/ATP IL-1B secretion, AlphaLISA, 16 h; active compounds read low; activity change, % at 57.5 µM; 360,000 tested, 4.7% active; AID 743279; in the data active = activity change below about -50%; inconclusive = mostly about -30% to -49%; note: % is set by controls: 0 for no effect and ±100 for the full control effect
#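 Secreted IL-1B measured by AlphaLISA bead assay after 16 h compound exposure of THP-1 cells; compounds (final up to 57.5 uM) added 1 h before LPS (250 ng/mL) and ATP (1.25 mM) stimulation; lower signal means less secretion.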
# KB-V1 cytotox: KB-V1 MDR subline cytotoxicity; KB-V1 MDR cells viability, CellTiter-Glo, 72 h; Potency, µM (titrated, usually from 46.1 µM), inactives show at the top dose activity change, negative = cytotoxicity, actives largely listed as cytotoxic; 400,000 tested, 3.4% active; AID 1347076; note: potency is the fitted concentration of half-maximal effect; % is set by controls: 0 for no effect and ±100 for the full control effect; nearly all actives have a fitted effect of over 60% in size
#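 Cytotoxicity toward P-gp-expressing KB-V1 cells was determined as loss of CellTiter-Glo luminescence after 72 h at 37 degrees C. Compounds were tested in quantitative HTS format across a concentration range, with curves fitted to normalized data.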
# HT1080 IDH1KD tx: toxicity to HT-1080 IDH1 knockdown cells (counter line); HT-1080 IDH1 knockdown viability, ATP luminescence, 48 h; Potency, µM (highest dose often 46.1 µM), for the others: at the highest dose activity, negative = toxicity, actives largely listed as cytotoxic; 360,000 tested, 2% active; AID 686971;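 note: potency is the fitted concentration of half-maximal effect; 0% = DMSO wells and -100% = cell-free medium wells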
#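 % activity derives from luminescence (CellTiter-Glo), normalised to DMSO and no-cell wells. HT-1080-IDH1KD cells, 750/well, had 48 h compound exposure at 37 °C.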
# D3 antag: D3 dopamine receptor (human) antagonism | P35462 | D3R cells, DiscoveRx beta-arrestin luminescence, antagonist mode; active compounds read low | max response, negative = inhibition, % | 360,000 tested, 2.5% active; in the data active = max response below about -50%; inconclusive = no clear call, values can overlap the other calls; note: % is set by controls: 0 for no effect and ±100 for the full control effect; mostly tested at two doses, the higher about 12 µM
#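 Cells expressing the human receptor were seeded at 1500 cells/well, incubated overnight at 37 degrees C in 5% CO2, then exposed to library compounds with dopamine controls for 90 minutes at 37 degrees C before luminescent detection.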
# KB-3-1 tox: KB-3-1 parental cell cytotoxicity; KB-3-1 viability, CellTiter-Glo ATP luminescence, 72 h; Potency, µM (doses to about 46.1 µM), inactives show at the top dose activity change, negative = cytotoxic, usual class: cytotoxic; 400,000 tested, 1.4% active; note: potency is the fitted concentration of half-maximal effect; % is set by controls: 0 for no effect and ±100 for the full control effect; nearly all actives have a fitted effect of over 60% in size
#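 Cells are dispensed, compounds pinned in, plates held at 37 °C for 72 h, then CellTiter-Glo is added and luminescence read after 10 minutes. Cell line: parental KB-3-1 in phenol-red-free DMEM, 10% FBS.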
# GLP1R ag: GLP-1 receptor (human) agonism. P43220. HEK293 GLP-1R CRE-luciferase, luminescence, 4-6 h; cells express a hypersensitive GLP-1R form. Potency, µM (highest dose often 45.6 µM), for inactives: at the highest dose activation, actives largely listed as activators. 380,000 tested, 0.007% active. AID 624172; note: potency is the fitted concentration of half-maximal effect; % of control where 0% means no effect
# Target sequence (P43220 whole entry, looked up): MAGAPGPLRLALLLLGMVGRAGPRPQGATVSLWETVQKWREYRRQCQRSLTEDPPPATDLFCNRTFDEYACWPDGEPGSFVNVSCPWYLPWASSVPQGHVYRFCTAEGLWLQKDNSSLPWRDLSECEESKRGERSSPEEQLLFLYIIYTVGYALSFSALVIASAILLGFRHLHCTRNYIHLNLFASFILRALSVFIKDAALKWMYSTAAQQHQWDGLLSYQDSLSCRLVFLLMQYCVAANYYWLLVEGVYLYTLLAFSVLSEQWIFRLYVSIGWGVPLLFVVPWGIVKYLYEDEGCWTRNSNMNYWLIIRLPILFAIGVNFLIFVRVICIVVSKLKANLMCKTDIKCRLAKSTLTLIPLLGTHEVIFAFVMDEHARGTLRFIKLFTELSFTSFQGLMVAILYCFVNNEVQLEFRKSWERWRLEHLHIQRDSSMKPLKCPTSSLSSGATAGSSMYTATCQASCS
# SW480 rerep: inducers of DNA re-replication in SW480 colon cancer cells; SW480 DNA re-replication, Hoechst DNA content imaging, 48 h; Potency, µM (series often up to 46.1 µM), for inactives: at the highest dose re-replication activation, usual class: activators; 340,000 tested, 1.8% active; note: potency is the fitted concentration of half-maximal effect; % of control where 0% means no effect; nearly all actives have a fitted effect of over 55% in size
#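 First, 250 cells per well were seeded. Next, compound or vehicle (23 nL) was pinned in, plates sat 48 hr at 37 C. Finally Hoechst was added for 40 min before fluorescence scanning.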
# HT1080NT lethal: kills 2HG-producing HT-1080-NT fibrosarcoma cells; HT-1080-NT fibrosarcoma viability, CellTiter-Glo ATP luminescence, 48 h; Potency, µM (series often up to 46.1 µM), for inactives: at the highest dose activity, negative = less viability, usual class: cytotoxic; 360,000 tested, 1.6% active; AID 686970;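 note: NT is the 2HG producing partner of a matched IDH1 knockdown line; potency is the fitted concentration of half-maximal effect; 0% = DMSO-treated cells and -100% = media-only wells without cells; nearly all actives have a fitted effect of over 55% in size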
#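 A 48-hour cytotoxicity screen used HT-1080-NT cells plated 2 hours before compound delivery. ATP-based CellTiter-Glo luminescence measured viability, normalized to DMSO and no-cell controls.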
# Active calls of the source: *; ? = inconclusive; . = no result given; & = joins results of further samples; [ ] = remark or other dose. Unless noted, calls come from the whole dose curve; as a rule, active = well fitted curve in the direction sought with a large enough effect; inconclusive = small, poorly fitted or top-dose-only effect, or another doubt; inactive = no such curve, though single readings can be large; an effect the other way counts as inactive or inconclusive.
SMILES,D3 ag,IL1B secr inh,KB-V1 cytotox,HT1080 IDH1KD tx,D3 antag,KB-3-1 tox,GLP1R ag,SW480 rerep,HT1080NT lethal
CCN(C(=O)Cn1cnc2onc(-c3ccc(F)cc3)c2c1=O)c1ccc(OC)cc1,-14,.,-8%,.,.,-22%,-3%,.,.
O=C(CN(Cc1cccs1)S(=O)(=O)c1ccc(S(=O)(=O)N2CCCCC2)cc1)Nc1ccccc1,-1,16,-15%,-12%,21,-18%,-14%,-4%,-2%
Cc1ccccc1/C=N/n1c(C2CCCCC2)n[nH]c1=S,-4,13,7%,3%,12,-11%,17%,-4%,1%
CCOC(=O)[C@@H]1[C@H]2COc3ccc(Br)cc3[C@H]2N2C(=O)N(c3ccc(F)cc3)C(=O)[C@@]12C,-6,12,10%,5%,?,0%,1%,-4%,-3%
CN1C(=O)N(C)C2C1N(C)S(=O)(=O)N2C (stereo not drawn),4,17,2%,12%,10,-3%,-17%,3%[9.22 µM],17%
Cn1nc2c3ccccc3n(Cc3ccccc3)c2nc1=S,-2,7,0%,-2%,10,-19%,8%,0%,-2%
CC(C)CNC(=O)C1(C)CCCN1C(=O)c1cncc(Br)c1 (stereo not drawn),-3,15,-4%,7%,-18,0%,-7%,.,15%
C(=N\N1CCN(c2ccccc2)CC1)/c1ccccc1,1,-19,-9%,-2%,9,-4%,4%,0%,?
COc1ccccc1NC(=O)CCC(=O)O,0,19,-16%,6%,19,-6%,-13%,3%,-3%
Cc1cccc(C)c1NC(=O)C1CCCN1S(=O)(=O)c1ccccc1 (stereo not drawn),3&3,8,4%&6%,7%,13,-9%&3%,6%,-11%,17%
COc1ccc(CC(=O)NCc2n[nH]c(=S)n2C)cc1,3,0,9%,5%,7,20%,-1%,-5%,2%
Cc1ccc(Nc2cc(-n3cccn3)ncn2)c(C)c1,9,?,-2%,-6%,-16,2%,5%,0%,3%
COc1cccc(OC(C)c2ccnc3nc(/N=C/N(C)C)nn23)c1 (stereo not drawn),-1,5,7%,-16%,-13,-4%,7%,8%,-3%
O=C(CNCc1ccccn1)Nc1cc(S(=O)(=O)N2CCCCC2)ccc1Cl,29,85,-8%,-6%,17,?,10%,1%,-6%
O=C(Nc1ccc(F)cc1)C(c1cc2ccccc2o1)N1CCN(CC(=O)N2CCCC2)CC1 (stereo not drawn),-4,12,-15%,9%,-4,9%,.,.,2%
C=CCNC(=O)/C(C#N)=C/c1ccc(C)o1,4,?,14%,15%,14,2%,3%,-10%,9%
O=C(O)CN1C(=O)/C(=C\C(Br)=C\c2ccccc2)SC1=S,-20,?,?,?,-22,-7%,-2%,?,?
CCCC(=O)Nc1ccc(NC(=O)c2cccs2)cn1,2,-12,-8%,-2%,4,-2%,14%,2%,2%
Cc1cccc(CC(=O)Nc2ccc3nc(N4CCC(C)CC4)cc(C)c3c2)c1,-9,.,-30%,.,.,-8%,3%,.,.
Cc1ccc(N(c2ncnc(N)c2[N+](=O)[O-])C2CCCCC2)cc1,-6,-11,?,2%,-16,2%,-2%,-3%,10%[9.24 µM]
Cc1cc(=O)n2[nH]c(-c3cccc(Cl)c3)cc2n1,-8,10,-1%,-4%,-13,-9%,-3%,-28%,-13%
O=C(CSc1nnc(COc2ccc(Cl)cc2)o1)Nc1ccc(N2CCOCC2)cc1,4,-6,7%,0%,-1,5%,-4%,-5%,8%
CCOC(=O)C1(C)CCCCN1C(=O)c1ccoc1 (stereo not drawn),-7,29,-6%,13%,0,-3%,-3%,.,13%
COc1cc(C(=O)Nc2ccncc2)cc(OC)c1OC,3,21,-4%,-5%,4,0%,2%,1%,-14%
COc1cccc(-c2nc(NCc3ccccc3)c3ccccc3n2)c1O,6,10,-13%,?,12,-6%,3%,-46%[inhibitor],?
Cc1ccc(/C=C2/SC(=S)N(CCCC(=O)Nc3cc([N+](=O)[O-])ccc3O)C2=O)cc1,11,4,4%,9%,5,10%,-5%,?,16%
Fc1ccc(C2c3[nH]c4ccccc4c3CCN2CCCn2cccn2)cc1 (stereo not drawn),-6,?,-16%,-7%,-10,?,3%,?,-4%
O=C(NCC1CCCO1)Nc1ccccc1 (stereo not drawn),1,10,19%,9%,8,27%,-7%,-10%[9.22 µM],10%
O=C(NCc1ccccc1)NC1(C(=O)N2CCN3CCCC3C2)CCCCC1 (stereo not drawn),-15,32,2%,1%,?,-6%,1%,-2%,-1%
Cc1cc(C(=O)NC2CC(C)(C)Cc3c2cnn3-c2ccccc2)n(C)n1 (stereo not drawn),18,17,.,-13%,34,.,8%,3%,1%
CC(=O)Nc1ccc(S(=O)(=O)N2CCC3(CC2)CC(=O)c2ccccc2O3)cc1,-4,-6,9%,-1%,-17,-1%,4%,-2%,-3%
CC(C)C[C@@H](CN)NC(=O)c1nc[nH]c1C(=O)N[C@@H](Cc1ccccc1)C(=O)CNC[C@H](C)NC(=O)c1nc[nH]c1C(=O)N[C@@H](C)C(=O)O,43*,5,13%,11%,21,-2%,14%,-29%,15%
CC(C)OP(=O)(c1ccc(N(C)C)cc1)C(O)c1c(Cl)cccc1Cl (stereo not drawn),1,-24,-10%,-1%,-15,-1%,-2%,-1%,0%
Cc1cccc(NC(=O)CSc2nc(NS(=O)(=O)c3ccccc3)cc(=O)[nH]2)c1,-3,5,1%,1%,6,2%,1%,6%,-1%
Cn1c(N)nc2ccccc2c1=O,6,31,-8%,12%,-20,10%,3%,-2%,17%
CC(C)(C)c1ccc(C(=O)N2CCN(S(=O)(=O)c3ccc(Br)s3)CC2)cc1,0,10,-27%,16%,46,-15%,1%,2%,-2%
N#Cc1cc(-c2ccc(Cl)cc2)cn(Cc2c(Cl)cccc2Cl)c1=O,0,73,-8%,4%,-50*,0%,-14%,0%,3%
O=S1(=O)CC(NCc2ccccc2)C(Nc2ccccc2)C1 (stereo not drawn),-23,-5,-22%,12%,12,1%,5%,-2%,0%
CC(C)(C)c1ccc(-c2nc(N)nc(N)n2)cc1,-4,16,-2%,-2%,-8,-4%,5%,-5%,1%
COc1ccc(OC)c(N2C(=O)C(Cl)=C(N3CCOCC3)C2=O)c1,1,17,6%,2%,-2,-1%,-1%,-7%,8%
COc1ccc(S(=O)(=O)N2CCC3CC2c2cc(N4CCOCC4)ccc23)cc1 (stereo not drawn),-18,7,-14%,-5%,0,0%,0%,?,-6%
CN(C)CCCNC(=O)C(=O)Nc1cc2c3c(c1)CCC(=O)N3CCC2,0,-11,-40%,0%,-8,?,-1%,1%,-3%
CSCCC(NC(=O)c1ccc(Cl)cc1)C(=O)NC(C)(C)C (stereo not drawn),-4,-17,?,0%,-10,1%,-6%,27%,-1%
Cc1c(C(=O)NNC(=S)NCc2ccc(Cl)cc2)oc2ccccc12,11,-5,.,10%,-7,.,-10%,0%,-9%
O=C(CCNC(=O)c1ccc(Cl)cc1)Nc1ccncc1,3,17,?,-1%,6,-7%,-2%,2%,4%
CC(C)C[C@H](NC(=O)c1[nH]cnc1C(=O)N[C@@H](C)C(=O)OCc1ccccc1)C(=O)OCc1ccccc1,-2,-5,0%,-8%,-6,-2%,5%,19%,-1%
COc1ccc(-c2noc(C3CCCN(S(=O)(=O)c4cccc(Cl)c4)C3)n2)cc1OC (stereo not drawn),8,-6,5.2µM*,-5%,26,?,-10%,2%,6%
COCCNC(=O)c1onc(CSc2ccc(Cl)cc2)c1C(=O)O,3,29,?,-2%,32,0%,-4%,-26%,-9%

# Filtered by structure: the compounds so far with an NH in an aromatic ring
SMILES,D3 ag,IL1B secr inh,KB-V1 cytotox,HT1080 IDH1KD tx,D3 antag,KB-3-1 tox,GLP1R ag,SW480 rerep,HT1080NT lethal
Cc1ccccc1/C=N/n1c(C2CCCCC2)n[nH]c1=S,-4,13,7%,3%,12,-11%,17%,-4%,1%
COc1ccc(CC(=O)NCc2n[nH]c(=S)n2C)cc1,3,0,9%,5%,7,20%,-1%,-5%,2%
Cc1cc(=O)n2[nH]c(-c3cccc(Cl)c3)cc2n1,-8,10,-1%,-4%,-13,-9%,-3%,-28%,-13%
Fc1ccc(C2c3[nH]c4ccccc4c3CCN2CCCn2cccn2)cc1 (stereo not drawn),-6,?,-16%,-7%,-10,?,3%,?,-4%
CC(C)C[C@@H](CN)NC(=O)c1nc[nH]c1C(=O)N[C@@H](Cc1ccccc1)C(=O)CNC[C@H](C)NC(=O)c1nc[nH]c1C(=O)N[C@@H](C)C(=O)O,43*,5,13%,11%,21,-2%,14%,-29%,15%
Cc1cccc(NC(=O)CSc2nc(NS(=O)(=O)c3ccccc3)cc(=O)[nH]2)c1,-3,5,1%,1%,6,2%,1%,6%,-1%
CC(C)C[C@H](NC(=O)c1[nH]cnc1C(=O)N[C@@H](C)C(=O)OCc1ccccc1)C(=O)OCc1ccccc1,-2,-5,0%,-8%,-6,-2%,5%,19%,-1%
